Screening data (PubChem BioAssay)
Pf Dd2 growth: qHTS Primary assay for Inhibitors of Plasmodium falciparum Dd2 growth in vitro. P. falciparum Dd2 growth, SYBR Green, 72 h. Potency, µM (doses to about 28.9 µM), inactives show at the top dose activity, negative = inhibition, usual class: inhibitors. 120,000 tested, 4.3% active. AID 1347417, 2020; active = well fitted inhibition curve with a large enough effect; inconclusive = small, poorly fitted or top-dose-only effect; inactive = no such curve, though single readings can be large or run the other way;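 note: plate controls were DMSO vehicle for no effect and reference drug for full effect; nearly all actives have a fitted effect of over 65% in size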
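Infected erythrocytes (Dd2, 0.3% parasitemia, 2.5% hematocrit final) are added to compound in RPMI-1640/Albumax II medium, grown 72 h at 37C in low oxygen, then lysed with saponin/Triton-X containing SYBR Green and read by fluorescence.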
* = called active by the depositor; i = inactive; ? = inconclusive; [ ] = another dose, or the depositor's remark. Potency is the fitted concentration of half-maximal effect. Not all compounds are listed, so the mix of outcomes need not match the whole.

molecule | Pf Dd2 growth
CCC(=O)N1CCc2cc(Br)cc(S(=O)(=O)N3CCCC(C(=O)NCc4cccc(OC)c4)C3)c21 (stereo not drawn) | ?
COc1ccccc1NC(=O)Cn1c(N2CCC(C)CC2)nc(C)cc1=O | -5%
Cc1ccc(-c2nc3nc(C)cc(N4CCN(c5cccc(C)c5C)CC4)n3n2)cc1 | -17%
CN1CCN([C@H]2CCN(S(=O)(=O)c3cn(C)cn3)C[C@H]2CCC(=O)O)CC1 | 0%
COc1ccc(C2c3[nH]c4ccc(OC)cc4c3CCN2C(=O)Nc2ccccc2)cc1 (stereo not drawn) | 6.3µM*
CC(C)NC(=O)c1ccc(-c2ccc(N3CCCCCC3)nc2)cc1 | i
Cc1cc(C)n(CCC(=O)NCC2CCN(c3cc(-c4ccccc4)[nH]n3)CC2)n1 | 11µM*
CC(C)C(=O)N1Cc2ccccc2CC2(CCCN(Cc3ccncc3)C2)C1 (stereo not drawn) | ?
CC(=O)N1CCc2cc(S(=O)(=O)N3CCN(c4ccc(C)cc4)C(C)C3)ccc21 (stereo not drawn) | -14%
CCn1nc(C)cc1C(=O)N1CCOC[C@H](Oc2ccc(OC)cc2)C1 | i
COCC(=O)N1CCCN(c2nc3ncccc3o2)CC1 | -3%[44.1 µM]
CCCCNc1ccc(-c2nc(-c3ccccn3)no2)cc1[N+](=O)[O-] | 6%
CCc1ccc(S(=O)(=O)c2nnn3c2nc(NCc2cccc(OC)c2)c2cc(Cl)ccc23)cc1 | -17%
COc1cccc(-c2n[nH]c3c2CC(=O)N(CC2CCOCC2)C3)c1 | -9%[44.1 µM]
COC[C@@H]1CN(C(=O)c2cc(C)oc2C)C[C@H]1c1nc(C2CC2)no1 | -25%

The last 2 entries of the section before come first, to join the parts.
molecule | Pf Dd2 growth
COc1cccc(-c2n[nH]c3c2CC(=O)N(CC2CCOCC2)C3)c1 | -9%[44.1 µM]
COC[C@@H]1CN(C(=O)c2cc(C)oc2C)C[C@H]1c1nc(C2CC2)no1 | -25%
CN(C)C(=O)c1cc2cccnn2n1 | 8%[44.1 µM]
COc1ccc(CCNc2oc(/C=C/c3cc(OC)c(OC)c(OC)c3)nc2C#N)cc1OC | -25%
Cc1ccc(Cc2nc3ccccc3nc2SCC(=O)NCCC(C)C)cc1 | i
O=C(NC1CCC1)C1=NO[C@@H]2CN(CCc3ccccc3)C[C@H]12 | 21%[44.1 µM]
Cc1ccccc1CN1CC2(COCC1=O)CN(c1ccccc1)C2 | i
CCn1ccc(C(=O)N2C[C@H](CO)C[C@H](CN3CCCC3)C2)n1 | -1%
COc1ccc(-c2cc(N3CCC(NC(=O)C4(c5ccccc5)CC4)CC3)n[nH]2)cc1 | ?
COCCCNC(=O)c1oc2c(c1C)-c1nn(Cc3ccc(Cl)cc3)cc1CC2 | ?
CC(C)N(C)Cc1nnnn1CC(=O)N1CCC(O)(c2cccnc2)CC1 | ?
COC(=O)C1=C(c2ccccc2)c2ccccc2S(=O)(=O)N1CC(=O)Nc1ccccc1Cl | -16%
CCn1c(CC2CCN(Cc3ccc(S(C)(=O)=O)cc3)CC2)nn(C)c1=O | -2%
Cc1ccc(-c2nc(CCNC(=O)C(=O)Nc3ccc(C)cc3C)cs2)cc1 | 26%
COc1ccc(CCNC(=O)c2ccc3c(c2)nc2n3CCCCC2)cc1OC | i
CC(=O)N1CCc2cc(S(=O)(=O)CCC(=O)Nc3ccc(C)cc3Br)ccc21 | 21%
COCCNC(=O)[C@@H]1C[C@H](Oc2cccnc2)CN1C(=O)C1(c2ccccc2)CC1 | 27%

New compounds follow:
molecule | Pf Dd2 growth
COc1ccccc1CNC(=O)CCCn1c(=O)c2cccn2c2ccccc21 | ?
Cc1c(CNC2CCC(C)CC2)c(C(=O)O)c(C)n1Cc1ccc(Cl)cc1 (stereo not drawn) | ?
CCCCNC(=O)C(Cc1ccccc1)NS(=O)(=O)c1ccc2c(c1)c(=O)n(C)c(=O)n2C (stereo not drawn) | 2%
COC(=O)[C@@H]1Cc2c([nH]c3ccccc23)[C@H]2C[C@H](NCCN3CCOCC3)C[C@@H](c3ccc(F)cc3)N21 | 11µM*
COc1ccc(NC(=O)c2nnn3c2CN(Cc2cccc(Cl)c2)C(=O)CC3)c(C)c1 | ?
CCn1cc(-c2ccc(C)cc2)cc1C(=O)NCCCN1CCOCC1 | ?
CCCc1cnc2c(c1SCc1ccc(C(F)(F)F)cc1)c(=O)n(C)c(=O)n2C | ?
CC(C)NC(=O)NC[C@H]1O[C@@H]2C[C@@H](CC(=O)NCc3nccn3C)O[C@@H]2[C@@H]1O | i
CCOc1cc(C#N)c(NC(=O)c2ccc(OC)c(S(=O)(=O)N3CCN(c4ccccc4)CC3)c2)cc1OCC | -5%
CC(=O)Nc1ccc(CNC(=O)CN2CCN(C(C)=O)CC2)cc1 | 4%
COCCNc1nc2c(S(=O)(=O)c3ccccc3)nnn2c2ccc(Cl)cc12 | i
CCCCn1cc2c(c1-c1ccc(Cl)cc1)c(=O)n(C)c(=O)n2C | ?
Cc1noc(C)c1C(=O)N1CC[C@H](N2CCN(C)CC2)[C@H](CCC(=O)O)C1 | -14%
COc1ccc(CNC(=O)c2cc(-c3ccc(OC)c(OC)c3)nc3n[nH]c(-c4ccc(C)cc4)c23)cc1 | -11%
O=C(CCn1c(=O)c2cccn2c2cccnc21)N1CCN(c2ccccc2)CC1 | 21%

New compounds follow.
molecule | Pf Dd2 growth
CCc1ccc(N2CC(c3noc(-c4cc(Cl)ccc4F)n3)CC2=O)cc1 (stereo not drawn) | 4%
COc1cc(NC(=O)NCCn2nnc3cc(S(=O)(=O)N(C)C)ccc32)cc(OC)c1 | 1%
CC(C)C(=O)N1Cc2ccccc2NC(=O)C12CCNC2 (stereo not drawn) | 19%[44.1 µM]
CCOc1cccc(C(=O)Nc2c(C(=O)c3ccc(OC)cc3)oc3ccccc23)c1 | 9%
CC1CCN(C(=O)c2cc3n(n2)CC(c2ccc(Cl)cc2)OC3)CC1 (stereo not drawn) | i
COc1ccc(CN2CC(CNC(=O)Cc3ccccc3)C3(C2)CN(c2ccccc2)C3)cc1O (stereo not drawn) | -14%
CCn1nccc1C(=O)N1CCC2(CC1)NC(=O)N(c1ccccc1)N2 | 62%[activator]
O=C(O)C1(Oc2ccccc2F)CCN(Cc2ccc(CO)o2)CC1 | -13%
CC(=O)N[C@H]1C[C@@H](Cc2cc(CN(C)C)on2)C1(C)C | -17%[44.1 µM]
Cc1ccc(C(=O)c2cn(Cc3ccc(F)cc3)c3nc(C)ccc3c2=O)cc1 | ?
CC1=C[C@@H](CNC(=O)c2cccnc2)[C@H](C(C)C)C[C@H]1CC(=O)NC1CCCC1 | i
CC(=O)N1CCC(COc2ccc3c(cnn3CC[S+](C)(=O)[O-])c2)CC1 | -20%[44.1 µM]
O=C1C[C@@H]2CCN(C(=O)COc3ccccc3)C[C@@H]2CCN1Cc1cccnc1 | -4%[44.1 µM]
O=C1Nc2ccccc2C12CCN(Cc1ccc(C(F)(F)F)cc1)C2 (stereo not drawn) | ?
O=C(NCc1cccnc1)c1cccnc1N1CC2CC(C1)[C@H]1CCCC(=O)N1C2 (stereo partly drawn) | 30%

Remaining list, next part:
molecule | Pf Dd2 growth
COCCCNc1cc(-c2ccc(Cl)cc2)nc2c(C)noc12 | i
COCCn1nc2n(c1=O)CCN(C(=O)CCc1c(C)noc1C)CC2 | 38%[activator]
CN(C)[C@@H]1CN(Cc2ccc(Br)o2)CC[C@@H]1CNC(=O)C1CC1 | i
COc1ccc(CCNC(=O)CCn2c(=O)c3ccccc3n(Cc3c(C)cc(C)cc3C)c2=O)cc1OC | 25%
CNS(=O)(=O)CCNc1nc(-c2ccccn2)nc2c1c(C)nn2C | -6%
O=C(C[C@@H]1O[C@H](CNC(=O)Nc2cccc(F)c2)[C@@H](O)[C@H]1O)NCc1ccc(F)cc1 | i
COCCN1C(=O)CS(=O)C12CCN(C(=O)c1cccc3[nH]ccc13)CC2 (stereo not drawn) | ?
CN(C(=O)c1ccc(Cl)nc1)C1CCc2ccccc21 (stereo not drawn) | -16%[44.1 µM]
O=C(NCCc1ccncc1)C1CN(C(=O)c2ccc(Cl)cc2)CC12CCOCC2 (stereo not drawn) | 12%
O=C(O)c1ccc(CC2CCN(C(=O)C3CC3)CC2)cc1 | -7%
Cc1ccc(OCC(O)CNc2nc(C)nc3c2c(C)nn3C)c(C)c1 (stereo not drawn) | i
COCCNC(=O)CC1=CSC2=NC(C)=C(C(=O)OC(C)C)C(c3ccc([N+](=O)[O-])cc3)N12 (stereo not drawn) | ?
Cc1ccc(-c2ncc(C(=O)NCCC3=CCCCC3)c(-c3ccncc3)n2)cc1 | -24%
Cc1ccsc1CN1CCCCCNC(=O)[C@@H]2CCC[C@@H]21 | -8%
CCn1c(=O)c2sccc2n2c(CCCC(=O)Nc3ccc(OC)c(OC)c3)nnc12 | 3%

Next section.
molecule | Pf Dd2 growth
Cc1nc(C(=O)Nc2nn(Cc3ccccc3)c3cc(OC(C)C)ccc23)c(C)o1 | ?
CC1=C(c2ccc(C)c(C)c2)S(=O)(=O)N=C1N1CCC(C(=O)NCc2ccc(C)o2)CC1 | 18%
COc1ccc(C2Cn3nnc(-c4noc(-c5ccccc5)n4)c3CO2)cc1 (stereo not drawn) | i
COc1ccc2[nH]cc(CCNC(=O)Nc3c(C)cccc3C)c2c1 | i
COC(=O)c1cn([C@H]2CO[C@H]3[C@@H]2OC[C@@H]3NC(=O)c2ccc(C)cc2)nn1 | ?
OCC1(CC2CC2)CCCN(c2nc(-c3ccccc3)no2)C1 (stereo not drawn) | -20%
COc1ccc(CN2CCNc3cc(-c4ccccc4)ncc3C2)cc1O | -1%[44.1 µM]
CCc1c(C)nn(CC(=O)NC2CCCN(c3ncccn3)C2)c1C (stereo not drawn) | -2%
CCCCCc1ccc(-c2ccc(C(=O)Oc3ccc(C(=O)OC)cc3)cc2)nc1 | 20%
CO[C@H]1C(=O)N(C(C)C)[C@H]1C1CCN(C(=O)C(C)C)CC1 | 25%
FC(F)(F)c1cccc(C2=NOC3(CCCN(CC4CCCC4)C3)C2)c1 (stereo not drawn) | ?
CN(C1CCOCC1)C1CCN(C(=O)c2ccncc2)CC1 | -9%
COCCOCc1nc(C2CCCCN2C(=O)c2ccco2)no1 (stereo not drawn) | -12%
COc1ccccc1-c1nnc([C@H]2CCN(C(=O)c3ccccc3)C2)o1 | ?
Cn1c2c(c3ccccc31)CN(C(=O)c1ccccc1)CC2 | i

3 compounds drawn at random from those above, as already listed:
molecule | Pf Dd2 growth
CC1=C(c2ccc(C)c(C)c2)S(=O)(=O)N=C1N1CCC(C(=O)NCc2ccc(C)o2)CC1 | 18%
CC(C)NC(=O)c1ccc(-c2ccc(N3CCCCCC3)nc2)cc1 | i
COCCn1nc2n(c1=O)CCN(C(=O)CCc1c(C)noc1C)CC2 | 38%[activator]

Other results.
molecule | Pf Dd2 growth
O=C(NC1CCN(Cc2ccccc2)CC1)C1(CCO)CCN(c2ncccn2)C1 (stereo not drawn) | 12%
CN(Cc1cccc(-n2cccn2)c1)C(=O)C1COc2ccccc2C1 (stereo not drawn) | -11%
C=CCN1CCN(C(=O)CN2CC3CC(C2)[C@H]2CCCC(=O)N2C3)CC1 (stereo partly drawn) | 8%
COC[C@H]1C[C@@H](NCc2cccc(Cl)c2)[C@H](O)[C@@H]1O | i
O=C1c2c(nc(CNCc3cccc(F)c3)n2Cc2ccccc2)NCCN1Cc1cccc(Cl)c1 | ?
Cc1ccc2c(c1)nc1n2[C@@H](CNC(=O)c2ccccc2)COC1 | i
Cc1ccc(Cn2c(=O)n(Cc3ccc(C(=O)NC4CCN(Cc5ccccc5)CC4)cc3)c(=O)c3ccccc32)cc1 | 7%
CCN(CC)Cc1nc(C2(O)CCN(Cc3ccccc3)CC2)cs1 | -16%[44.1 µM]
O=C(O)c1cnc(NCc2ccccn2)nc1-c1cccc(Cl)c1 | 17%
Cc1nc(CN2C[C@H](C(=O)Nc3cccc(F)c3)C[C@@H]2c2ccc(F)cc2)cs1 | ?
O=C(c1cccnn1)N1CC(F)(F)C[C@H]1c1nc(-c2ccccc2)no1 | 21%
Cc1ccc(CNC(=O)c2ccc3c(c2)CN(C2CCN(CC(C)C)CC2)CCO3)cc1 | ?
Cc1cccc2c1-c1sc(C(=O)N(C)c3cccc(C(F)(F)F)c3)cc1CO2 | ?
COc1ccc(-c2cc(C(=O)OCC(=O)c3ccc(C)cc3)c3cccc(Cl)c3n2)cc1 | 12%
CCC(C)n1c(=N)c(C(=O)NC2CCCCC2)cc2c(=O)n3ccccc3nc21 (stereo not drawn) | ?

Next part:
molecule | Pf Dd2 growth
CN1C(=O)C(CC(=O)NC2CCCC2)=C2CCCCC21 (stereo not drawn) | -6%
COc1cncc(Nc2cnc3ccc(-c4ccc(OC)nc4)nn23)c1 | i
Cc1ccc(C(=O)N2CCC(n3cc(-c4nc(C)no4)nn3)C2)c(C)c1 (stereo not drawn) | -22%
CC(C)NC(=O)N1CCN(c2ccc(C=O)cc2)C(=O)C1 | 31%[activator][44.1 µM]
CCOC(=O)c1c(C)c(-c2ccccc2)n(CC(=O)Nc2cc(OC)cc(OC)c2)c1C | -18%
CCOC(=O)C1CCN(C(=O)Cn2c(=O)oc3cc(S(=O)(=O)N4CCC(C)CC4)ccc32)CC1 | i
COCCCn1c(=O)c2sccc2n2c(CCCC(=O)Nc3cc(C)cc(C)c3)nnc12 | -24%
